From PubChem
CIT2-GFP yeast: alters CIT2-GFP fluorescence in TOR pathway yeast screen. S. cerevisiae CIT2-GFP strain, flow cytometry, 3 h; 100 means same as DMSO wells. 320,000 compounds, 0.065% hits. AID 2029. GFP response vs DMSO, % at 10 µM;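 active = GFP response relative to DMSO above a set limit, near the screen mean plus 3 SD, cut at about 150% in these data; inconclusive = Fewer than 70 cells measured for a yeast strain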;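 note: ratio of well median GFP fluorescence to mean of DMSO wells on the plate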
VLA-4 inh: inhibition in a human VLA-4 binding assay; P13612; VLA-4 expressing cells, ligand binding flow cytometry; inhibition, % (about 7 µM as worked out from the volumes in the protocol); 330,000 compounds, 0.2% hits; AID 2557; in the data active = inhibition above about 50%
Target sequence (P13612 whole entry, looked up): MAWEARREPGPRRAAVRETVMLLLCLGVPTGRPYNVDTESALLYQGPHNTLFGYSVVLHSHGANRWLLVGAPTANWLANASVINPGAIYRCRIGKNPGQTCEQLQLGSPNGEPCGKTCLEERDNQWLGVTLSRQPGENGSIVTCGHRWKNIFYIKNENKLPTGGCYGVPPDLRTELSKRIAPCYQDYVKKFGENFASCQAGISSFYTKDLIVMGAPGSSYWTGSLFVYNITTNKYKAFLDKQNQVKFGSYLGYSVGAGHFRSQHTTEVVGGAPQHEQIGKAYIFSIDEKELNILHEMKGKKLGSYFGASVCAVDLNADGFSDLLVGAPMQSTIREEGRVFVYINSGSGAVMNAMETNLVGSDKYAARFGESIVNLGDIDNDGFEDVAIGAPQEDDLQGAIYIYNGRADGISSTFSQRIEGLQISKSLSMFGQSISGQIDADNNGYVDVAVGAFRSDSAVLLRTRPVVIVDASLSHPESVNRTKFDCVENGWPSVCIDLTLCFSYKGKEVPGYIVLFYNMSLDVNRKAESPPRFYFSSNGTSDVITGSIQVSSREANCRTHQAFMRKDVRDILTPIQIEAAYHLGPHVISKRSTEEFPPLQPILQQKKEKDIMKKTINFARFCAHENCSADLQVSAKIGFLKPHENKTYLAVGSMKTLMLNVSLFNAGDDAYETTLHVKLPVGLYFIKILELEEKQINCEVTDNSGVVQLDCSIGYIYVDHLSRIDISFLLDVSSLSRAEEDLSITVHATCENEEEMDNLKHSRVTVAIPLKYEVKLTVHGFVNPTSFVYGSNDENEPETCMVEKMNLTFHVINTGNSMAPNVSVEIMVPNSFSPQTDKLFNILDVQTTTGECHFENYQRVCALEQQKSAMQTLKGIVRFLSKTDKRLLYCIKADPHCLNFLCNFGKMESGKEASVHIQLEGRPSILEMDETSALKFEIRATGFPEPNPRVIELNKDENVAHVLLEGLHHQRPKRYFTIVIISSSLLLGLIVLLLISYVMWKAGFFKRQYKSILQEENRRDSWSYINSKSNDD
AGP1-GFP MLPCN: yeast TOR pathway AGP1-GFP modulation; 320,000 compounds, 0.02% hits; S. cerevisiae AGP1-GFP multiplex flow cytometry, 3 h; GFP as percent of DMSO wells; GFP response vs DMSO, % at 10 µM; AID 2066;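 active = GFP response relative to DMSO above a set limit, near screen average plus 3 SD, cut at about 150% in these data; inconclusive = fewer than 70 cells counted for the yeast strain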;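 note: median GFP channel fluorescence of the gated AGP1 strain per well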
GRK2 aptamer HTS: blocks RNA aptamer binding to human GRK2; bead flow cytometry, FAM-aptamer displacement from GRK2; P25098; 330,000 compounds, 0.59% hits; inhibition of aptamer binding, % at 10 µM; AID 488847;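 active = inhibition of aptamer binding above 40%, roughly 3 SD of noise, on plates passing a quality check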;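 note: median bead fluorescence of bound FAM aptamer so fluorescent compounds give negative values; no value below 0 was filed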
RPL19A TOR yeast: modulators of TOR pathway RPL19A-GFP in S. cerevisiae; S. cerevisiae RPL19A-GFP strain, flow cytometry, 3 h; active compounds read low; percent response vs DMSO, % at 10 µM; 330,000 compounds, 0.3% hits; AID 2025;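 active = percent response vs DMSO below 50%; inconclusive = fewer than 70 events counted for the yeast strain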;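 note: median channel GFP fluorescence of the barcoded RPL19A-GFP strain; ratio of sample median GFP to plate DMSO average so 100% = DMSO; lower means less RPL19A-GFP as with rapamycin TOR inhibition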
GASC-1 inh: inhibitors of human GASC-1 (JMJD2C) demethylase; Q9H3R0; GST-JMJD2C(1-420) H3K9me3 demethylation, DELFIA europium; inhibition, % at 2.35 µM; 330,000 compounds, 0.069% hits; AID 2099;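 active = more than half of a compound's replicate wells show inhibition beyond 50%, single wells judged on their own value; inconclusive = some, but no more than half, of replicates pass 50% inhibition; inactive = no replicate passes 50% inhibition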;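 note: signal counts dimethyl H3K9 product captured on neutravidin plate; 0% = median of DMSO wells and 100% = 0.3 times that DMSO median; strong numbers were not always called active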
MEP2 TOR yeast: yeast TOR pathway MEP2-GFP modulation; S. cerevisiae MEP2-GFP strain, flow cytometry GFP, 3 h; 100% = DMSO control level; GFP response vs DMSO, % at 10 µM; 330,000 compounds, 0.51% hits;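 active = GFP response versus DMSO above a set limit, roughly screen mean plus 3 SD, cut at about 180% in these data; inconclusive = fewer than 70 cells counted for a yeast strain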;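 note: median GFP fluorescence of the barcode-gated MEP2-GFP cells per well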
LAP4 TOR yeast: alters LAP4-GFP fluorescence in TOR pathway yeast screen; GFP response vs DMSO, % at 10 µM; S. cerevisiae LAP4-GFP multiplex, flow cytometry GFP, 3 h; median GFP as percent of DMSO wells; 320,000 compounds, 0.34% hits;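 active = GFP response vs DMSO above a set limit, about the screen mean plus 3 SD, cut at about 150% in these data; inconclusive = under 70 cell events counted for the yeast strain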
Starred values were filed as active, the others as inactive; ? = inconclusive; nt = no result given; & = joins results of further samples; [ ] = remark or other dose.

structure	CIT2-GFP yeast	VLA-4 inh	AGP1-GFP MLPCN	GRK2 aptamer HTS	RPL19A TOR yeast	GASC-1 inh	MEP2 TOR yeast	LAP4 TOR yeast
N#Cc1c(N2CCCCC2)nc(N)c2c(N)nc3c(c12)CC(CCl)O3 (stereo unspecified)	93	1	92	0	78	9	113	93
Cc1cccc(CNC(=O)CCn2ccc3cc(S(=O)(=O)N4CCCC4)ccc32)c1	?	6	?	4	17*[may fluoresce violet]	1	161[may fluoresce violet]	67[may fluoresce violet]
C=CCOc1ccc(CNCCc2ccc(S(N)(=O)=O)cc2)cc1	101	2	102	0	99	3	102	102
Cc1ccc(N2CCN(S(=O)(=O)c3cccs3)CC2C)cc1 (stereo unspecified)	nt	7	100	2	105	-12	121	120
COc1ccc(Cl)c(Cn2c(NCc3ccco3)nc3c2c(=O)n(C)c(=O)n3C)c1	98	-1	102	6	99	-1	105	103
Cc1ccsc1C1C(C#N)=C(N)OC2=C1C(=O)CCC2 (stereo unspecified)	100	-2	108	2	98	7	98	112
CC(=O)Nc1ccc(S(=O)(=O)N(Cc2cccnc2)Cc2cc3ccc(C)cc3[nH]c2=O)cc1	115	9	123	0	88	9	107	138
Oc1ccccc1/C=N/n1cnnc1	98	11	109	4	99	3	100	96
CS(=O)(=O)CCC(C(=O)OCC(=O)c1ccc(Cl)cc1)N1C(=O)c2ccccc2C1=O (stereo unspecified)	90	2	97	0	102	11	98	97
COc1ccc(CC(=O)N2CCN=C2SC)cc1OC	105	2	108	1	98	-39	104	116
NC(=O)c1nsc(C(=O)N(CC(=O)NCc2ccc3c(c2)OCO3)C2CCCCC2)c1N	103	10	91	2	93	-3&10	100	96
N#Cc1nc(-c2ccc(F)cc2)oc1NCc1ccco1	99	10	107	0	110	-15	94	115
O=C(COc1ccc(C(=O)c2ccc(F)cc2)cc1)NCc1ccc(F)cc1	88	-7	96	0	96	-14	89	92
Cc1ccc2nc(SCC(=O)Nc3cc(C(F)(F)F)ccc3N3CCOCC3)[nH]c2c1	105	32	103	3	104	3	102	98
CCOC(=O)c1csc(NC(=O)Nc2cccc(Cl)c2)n1	103	2	99	6	103	2	106	92
Cc1cc(C(=O)NCc2ccc(S(N)(=O)=O)cc2)ccc1[N+](=O)[O-]	107	8	100	0	104	-7	107	105
COc1cc(OC)cc(C(=O)Nc2nnc(NC(=S)Nc3ccccc3)s2)c1	95	30	89	1	99	29	96	79
O=S(=O)(NCc1csc(-c2ccccc2)n1)c1ccc(Cl)s1	92	0	96	3	98	17	97	96
CCOC(=O)C1CCN(C(=O)c2cccnc2Oc2ccccc2)CC1	88	-3	96	0	96	5	98	101
O=C(COC(=O)c1ccc(Cl)nc1)NCCC1=CCCCC1	102	14	103	1	97	3	103	103
N#CCCN(C(=O)CO/N=C/c1cccc([N+](=O)[O-])c1)c1ccccc1	99	9	95	1	100	-3	103	93
CCc1ccc(NC(=O)C2CCCN(S(=O)(=O)c3cnc[nH]3)C2)cc1 (stereo unspecified)	103	5	105	0	102	1	102	105
CN(C)Cc1ccccc1Cc1ccccc1	96	3	102	3	104	-6	100	98
CCOC(=O)c1cccc(OC(=O)CCNC(=O)c2ccc(Cl)cc2)c1	88	9	92	3	92	4	91	92
O=C(CC(c1ccccc1)c1ccccc1O)NCc1ccccc1 (stereo unspecified)	98	8	99	3	96	-16	100	102
COc1cc(/C=N/N2CCOCC2)ccc1OC(=O)c1ccco1	98	20	101	6	102	?	110	92
COc1ccc(Oc2c(Cl)cnn(-c3ccc(C)cc3)c2=O)cc1	91	-2	88	1	93	0	90	97
COc1ccc(C(=O)COC(=O)/C=C/c2ccccc2)cc1	108	-28	103	0	107	4	112	93
Cc1cccc(C(=O)NCCc2nnc(SCC(=O)Nc3cccc(C(=O)O)c3)n2C)c1	90	-2	95	1	114	-8	101	71
COc1ccccc1C(=O)N(CCC1CCCN1C)c1nc2ccccc2s1 (stereo unspecified)	95	0	110	1	105	-4	102	104
Cc1ccc(CNC(=O)COC(=O)c2ccc(Cl)c(N)c2)cc1	106	0	100	0	105	4	137	112
C=C(C)CN(CC)C(=O)Cn1cnc2c(oc3ccccc32)c1=O	88	-7	95	0	110	-8	103	81
O=C(Nc1cc(C(=O)N2CCN(c3ccccc3O)CC2)ccc1Cl)c1cccs1	87	19	96	0	89	0	97	99
CCCCSc1nc2c(c(=O)[nH]c(=O)n2C)n1CCc1ccccc1	88	9	90	3	104	8	99	115
O=C(CCc1nc2ccccc2[nH]1)NC1CCCCC1	94	42	97	3	100	-5	102	105
CCN(CCO)Cc1csc2ccc(Br)cc12	105	-8	103	0	103	5	102	99
CCC(C)(C)NC(=O)CN(C(=O)CNS(=O)(=O)c1ccc(F)cc1)c1ccc2c(c1)OCCO2	106	-2	97	0	103	5	108	99
CC1CCc2onc(C(=O)O)c2C1 (stereo unspecified)	85	4	99	1	98	5	93	99
CC(C)CC1(C)NC(=O)N(CC(=O)Nc2ccccc2Br)C1=O (stereo unspecified)	105	6	102	0	104	-6	100	96
O=C(NCCc1ccccc1)c1ccc(Br)o1	110	0	99	3	111	0	101	122
N#CC1(NC(=O)CSc2nnc(Cc3ccccc3)o2)CCCCC1	91	-21	96	3	99	5	102	105
O=C(NCC1CCCO1)C1CCCN(S(=O)(=O)c2cc(Cl)ccc2Cl)C1 (stereo unspecified)	99	-7	104	0	108	-25	109	99
COc1cc2c(cc1OC)C(C)N(C(=O)c1cc3n(n1)C(C(F)(F)F)CC(c1ccco1)N3)CC2 (stereo unspecified)	88	12	nt	1	93	-22&0	93	99
CCC(=O)Nc1ccc(NC(=S)NC(=O)c2oc3ccccc3c2C)cc1	93	27	96	0	100	5	98	85
CC1=CSC2=NC(=O)/C(=C/c3cccc(OC(=O)c4ccco4)c3)C(=N)N12	84	3	92	3	96	-34	98	97
CC(=O)NC(NC(C)=O)c1ccc(N(C)C)cc1	?	1	26[may fluoresce violet]	0	39*[may fluoresce violet]	-3	219*[may fluoresce violet]	105[may fluoresce violet]
FC(F)(F)c1cnc(N2CCN(C(=S)NCc3ccccc3)CC2)c(Cl)c1	87	12	102	0	95	0	93	114
N#C/C(=C(/O)COC(=O)Cc1c[nH]c2ccccc12)c1nc2ccccc2[nH]1	92	-51	99	0	96	1	103	97
Cc1[nH]n(-c2nc(-c3ccccc3)cc(=O)[nH]2)c(=O)c1CCO	102	-20	105	0	102	-2	104	99
COc1c(O)cc2oc(-c3ccc(O)cc3)cc(=O)c2c1O	78	17	80	6	98	3	88	104

Following part:
structure	CIT2-GFP yeast	VLA-4 inh	AGP1-GFP MLPCN	GRK2 aptamer HTS	RPL19A TOR yeast	GASC-1 inh	MEP2 TOR yeast	LAP4 TOR yeast
O=C(COC(=O)CCCC1=NS(=O)(=O)c2ccccc2N1)Nc1ccccc1	105	-2	107	0	99	6	100	106
Cc1cccc(C(=O)Nc2c(C(=O)N3CCN(C)CC3)cnn2-c2ccccc2)c1	98	-2	90	0	110	1	107	90
CC1(C)Cc2c(oc3ncn4ncnc4c23)CO1	99	10	102	0	nt	-6	94	94
COC(=O)N1CC(c2ccccc2)CC1=O (stereo unspecified)	100	0	95	1	92	6	91	93
O=C(NCCCn1ccnc1)c1ccc(N2CCCCCC2)c([N+](=O)[O-])c1	100	4	102	0	101	6	100	93
O=c1cc(CN2CCCCCC2)nc2sccn12	102	-4	104	1	105	7	105	96
CCOC(=O)C1=NNC(C(=O)c2ccc(Cl)cc2)C1c1ccc(OC)cc1 (stereo unspecified)	103	8	105	1	107	3	109	103
CC1CCCCN1C(=O)c1cc(-c2ccc3c(c2)OCO3)on1 (stereo unspecified)	96	-9	89	1	98	10	103	92
Cc1nc(-c2ccccn2)nc(N(C)c2ccccc2)c1Cl	101	7	87	0	104	10	105	111
O=C(O)c1cc(-c2cccs2)nc2ccc(F)cc12	96	-1	99	0	98	4	100	110
COc1ccc(OC)c(-c2c[n+](=O)c3c(n2[O-])CCCC3)c1	nt	11	104	0	99	2	104	94
Clc1ccc(/C=N/N2CCN(Cc3ccccc3Cl)CC2)cc1	101	-50	99	0	104	12	110	101
O=C(O)CCCCCNS(=O)(=O)c1c(Cl)cccc1Cl	89	-4	105	0	96	-4	96	108
COC(=O)c1ccccc1NC(=S)N1CCN(c2ccc(OC)cc2)CC1	97	-3	95	0	99	1	97	98
O=c1c2ccccc2ncn1CCCCOc1ccc(Br)cc1	96	12	100	1	100	12	101	98
O=[N+]([O-])c1cc(/C=N/N2CCOCC2)cs1	105	0	105	0	107	-6	111	105
O=C(CNc1cccc(S(=O)(=O)N2CCCC2)c1)Nc1cccc(C(F)(F)F)c1	89	8	93	1	92	-7	92	90
COc1cccc(CN2CCC(Oc3ccc(C(=O)NCc4ccccn4)cc3)CC2)c1	90	12	92	0	95	-14	99	87
COc1nc(OC)nc(N2CCC(C(=O)NCc3cccs3)CC2)n1	100	4	104	1	95	3	100	98
